# Bioassay records as filed in PubChem BioAssay.
# GAA inh – alpha-glucosidase (human) inhibition | P10253 | purified human GAA, 4-MU-alpha-glucoside fluorescence | Potency, µM (top dose mostly 76.9 µM), inactives show at the top dose activity change, negative = inhibition, usual class: inhibitors | 200,000 compounds, 0.005% hits;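 note: plate controls were uninhibited enzyme wells for no effect and no-enzyme background for full effect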
#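 AC50 values come from Hill fits of compound titrations (up to 77 uM) against 4 nM human enzyme. Substrate 4-methylumbelliferyl-alpha-D-pyranoside at 400 uM, pH 5.0 citrate buffer, 20 min room temperature; fluorescence Ex 365/Em 440 after alkaline stop.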
# TexasRed fluor – alters Texas Red total fluorescence, flagging assay interference; Potency, µM (titrated, usually from 106 µM), without a hit: at the highest dose fluorescence change, negative = quenching; AID 1479; 280,000 compounds, 0.29% hits; TRb/SRC2 Texas Red total fluorescence interference; active = well fitted curve in either direction with a large enough effect; inconclusive = small, poorly fitted or top-dose-only effect
#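 Human TRb ligand-binding domain at 0.6 uM with 20 nM Texas Red SRC2 peptide in Tris buffer containing 1 uM T3 and 5% DMSO, incubated with compound 5 h at ambient temperature. Total fluorescence (555/632 nm) calculated as parallel + 2 × perpendicular.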
# GAA glycogen mod – GAA glycogen-cleavage inhibition or activation; P10253; recombinant GAA, glycogen substrate, Amplex Red glucose oxidase fluorescence; Potency, µM (titrated, usually from 76.4 µM), without a hit: top-dose activity change, negative = inhibition, most hits filed as inhibitors; 300,000 compounds, 0.38% hits; AID 2100;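 note: 0% = full enzyme reaction and -100% = no-enzyme basal signal; the screen sought inhibitors and activators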
#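 Natural-substrate format: glycogen cleavage by 4 nM human enzyme, glucose read by Amplex Red coupling (Ex 573, Em 610 nm). Normalized to enzyme and no-enzyme controls.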
# GAA spleen mod – inhibits or activates alpha-glucosidase in human spleen homogenate; P10253; human spleen homogenate, 4-MU-alpha-glucoside fluorescence; Potency, µM (doses to about 79.9 µM), inactives show top-dose activity change, negative = inhibition, most hits filed as inhibitors; 240,000 compounds, 0.006% hits; AID 2112;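 note: 0% = enzyme with vehicle and -100% = no enzyme basal signal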
#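 Human spleen homogenate (1 ug) incubated with compounds and 1 mM 4-methylumbelliferyl-alpha-D-glucopyranoside in pH 5.0 citrate/phosphate buffer, 37 C, 40 min. Stopped at pH 10; 4-MU fluorescence (Ex 365/Em 440 nm); AC50 by Hill fit.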
# RECQ1 helicase – inhibitors of human RECQ1 DNA helicase; Potency, µM (highest dose often 57.3 µM), without a hit: at the top dose activity, negative = inhibition, most hits filed as inhibitors; P46063; AID 2549; 240,000 compounds, 0.54% hits; RECQ1 DNA unwinding, red fluorescence kinetic read;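 note: plate controls were vehicle for no effect and no enzyme for full effect; nearly all actives have a fitted effect of over 30% in size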
#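 RECQ1T1 50 nM; forked duplex (20 bp + 30-nt ss tails) 200 nM, ATP 2 mM final; pH 8.0, 2 mM MgCl2, 2.5 ug/ml poly(dI-dC); 15 min compound preincubation; discontinuous kinetic read over 2 h at RT.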
# GoLoco inh red – blocks human Gai1 binding to RGS12 GoLoco peptide, red readout. P63096. Potency, µM (top dose mostly 61.6 µM), for the others: top-dose activity, negative = inhibition, usual class: inhibitors. 230,000 compounds, 0.44% hits. AID 880. Gai1:RGS12 GoLoco peptide FP, rhodamine, 10 min; active = well fitted inhibition curve with a large enough effect, not every such curve was filed as active; inactive = no such curve, though single readings can be large or run the other way; note: nearly all actives have a fitted effect of over 30% in size; many of its hits are not listed in these tables
# L3MBTL1 block – L3MBTL1 (human) inhibition. Potency, µM (top dose mostly 57.1 µM), for inactives: top-dose activity, negative = inhibition, actives largely listed as inhibitors. AID 485360. 230,000 compounds, 0.66% hits. AlphaScreen L3MBTL1–H3K9me1 peptide binding. Q9Y468; note: nearly all actives have a fitted effect of over 60% in size
# Target sequence (Q9Y468 whole entry, looked up): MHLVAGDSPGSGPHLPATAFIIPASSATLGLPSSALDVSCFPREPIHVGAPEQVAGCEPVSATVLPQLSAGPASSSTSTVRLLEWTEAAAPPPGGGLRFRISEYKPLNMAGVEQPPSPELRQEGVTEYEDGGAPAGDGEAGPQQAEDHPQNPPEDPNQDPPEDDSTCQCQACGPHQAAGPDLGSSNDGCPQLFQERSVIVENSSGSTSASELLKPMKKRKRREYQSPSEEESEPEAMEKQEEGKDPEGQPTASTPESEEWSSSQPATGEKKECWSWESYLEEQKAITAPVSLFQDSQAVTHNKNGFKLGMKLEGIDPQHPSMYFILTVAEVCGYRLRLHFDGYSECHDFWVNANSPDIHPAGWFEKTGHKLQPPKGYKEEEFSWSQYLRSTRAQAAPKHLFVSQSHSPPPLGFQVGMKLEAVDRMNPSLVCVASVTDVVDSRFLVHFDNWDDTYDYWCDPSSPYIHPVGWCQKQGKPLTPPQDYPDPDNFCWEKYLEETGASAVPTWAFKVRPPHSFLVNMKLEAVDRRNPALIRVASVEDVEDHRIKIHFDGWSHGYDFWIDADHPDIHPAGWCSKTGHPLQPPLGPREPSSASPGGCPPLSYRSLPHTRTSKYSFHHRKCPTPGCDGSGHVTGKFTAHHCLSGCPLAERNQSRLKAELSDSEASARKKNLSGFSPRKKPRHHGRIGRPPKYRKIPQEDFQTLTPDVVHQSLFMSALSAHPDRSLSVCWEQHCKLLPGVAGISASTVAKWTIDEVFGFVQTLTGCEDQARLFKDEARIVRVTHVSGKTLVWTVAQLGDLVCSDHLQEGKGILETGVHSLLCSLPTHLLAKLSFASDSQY
#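 Displacement of a biotinylated histone H3(1-15) peptide monomethylated at Lys9 (75 nM) from L3MBTL1 (50 nM) was measured by AlphaScreen after a 30 min room-temperature compound incubation; cefsulodin titration served as intraplate control.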
# TRb SRC2 PPI – TRbeta-SRC2 interaction inhibition; P10828; TRbeta-SRC2 peptide binding, fluorescence polarization; receptor liganded with 1 µM T3; 280,000 compounds, 0.065% hits; Potency, µM (doses to about 106 µM), inactives show top-dose activity change, negative = inhibition, most hits filed as inhibitors;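 note: plate controls were bound peptide for no effect and peptide without receptor for full effect; nearly all actives have a fitted effect of over 50% in size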
#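 Decrease in fluorescence polarization of 20 nM Texas Red SRC2 coactivator peptide flagged inhibition of its binding to 0.6 uM TRb LBD; 1 uM T3 included, incubation 5 hr, ex 555/em 632 nm.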
# * marks the source's active call; other numbers are inactive results; i = inactive; ? = inconclusive; · = no result given; [ ] = remark or other dose. Unless noted, calls come from the whole dose curve; as a rule, active = well fitted curve in the direction sought with a large enough effect; inconclusive = small, poorly fitted or top-dose-only effect, or another doubt; inactive = no such curve, though single readings can be large; an effect the other way counts as inactive or inconclusive. Unless noted, % is set by controls: 0 for no effect and ±100 for the full control effect; potency is the fitted concentration of half-maximal effect. Not all compounds are listed; the hit share may differ from the screen's.
entry	structure	GoLoco inh red	TRb SRC2 PPI	GAA glycogen mod	RECQ1 helicase
1	NS(=O)(=O)c1ccc(CCNC(=S)NC2CCCC2)cc1	2%	2%	-6%	i
2	O=C(Nc1ccc(S(=O)(=O)N2CCOCC2)cc1)c1ccc(CN2CCc3ccccc3C2)cc1	-6%	-2%	1%	-7%
3	COC(=O)c1cc(COC(=O)c2ccc3ccccc3n2)oc1C	9%	-22%	6%	i
4	CCOc1cccc(C(=O)NC(=S)Nc2ccc3c(c2)OCCO3)c1	2%	-1%	-3%	-7%
5	COc1cc(/C=N/NC(=S)NCCN2CCOCC2)cc(OC)c1O	3%	3%[53 µM]	?	1%
6	Cc1ccc(OCCCN2C(=O)C(=O)c3cccc(C)c32)cc1	-12%	-10%	4%	-4%
7	CC(=O)c1ccccc1OCCn1nnc(-c2ccc(C)cc2)n1	3%	-3%	-3%	-13%
8	COc1ccc(C[C@@](C)(N)C(=O)O)cc1OC	4%[21.6 µM]	5%[53 µM]	·	-4%[25.9 µM]

entry	TexasRed fluor	GAA spleen mod	L3MBTL1 block	GAA inh
1	-2%	1%	-19%	9%
2	-2%	-11%	-12%	-11%
3	1%	0%	·	-6%
4	-4%	5%	·	3%
5	-1%[53 µM]	5%	3%	4%
6	-6%	-3%	-12%	-9%
7	-1%	1%	17%	-2%
8	-1%[53 µM]	3%[29.1 µM]	·	·

# (further entries)
entry	structure	GoLoco inh red	TRb SRC2 PPI	GAA glycogen mod	RECQ1 helicase
9	Cc1csc2nc(CNS(=O)(=O)c3ccc4c(c3)OCCO4)cn12	8%	-2%	3%	-8%
10	Cc1ccc2c(=O)[nH]c(Nc3nc(C)cc(-c4ccccc4)n3)nc2c1	-2%	-2%	11%	7%
11	O=S(=O)(N1CCCCCC1)N1CCN(S(=O)(=O)N2CCOCC2)CC1	6%	-3%	2%	-1%
12	CC(C)Sc1nc2c(c(=O)[nH]c(=O)n2C)n1Cc1ccc(Cl)cc1	-38%	-1%	-16%	i
13	CCN=C1SC(C(=O)Nc2ccc(OC)cc2)CC(=O)N1CC (stereo unspecified)	4%	-3%	4%	-12%
14	c1ccc(OCCOCCN2CCc3ccccc3C2)cc1	0%	1%	12%	9%
15	COc1ccc(C(=O)CSc2nn3c(=O)c(C(C)(C)C)nnc3s2)cc1	3%	-22%	-1%	18%
16	Cc1ccc(-n2c(C)c3c(C)nnc(C)c3c2C)cc1N	7%	-3%	-6%	i

entry	TexasRed fluor	GAA spleen mod	L3MBTL1 block	GAA inh
9	-4%	-2%	12%	1%
10	-3%	1%	14%	-3%
11	-1%	-5%	13%	-3%
12	-4%	4%	6%	-2%
13	-2%	·	1%	-1%
14	-5%	-7%	11%	-2%
15	1%	-16%	·	-1%
16	-1%	1%	·	-2%

# From no. 1 up to 5, copied from above:
entry	structure	GoLoco inh red	TRb SRC2 PPI	GAA glycogen mod	RECQ1 helicase
1	NS(=O)(=O)c1ccc(CCNC(=S)NC2CCCC2)cc1	2%	2%	-6%	i
2	O=C(Nc1ccc(S(=O)(=O)N2CCOCC2)cc1)c1ccc(CN2CCc3ccccc3C2)cc1	-6%	-2%	1%	-7%
3	COC(=O)c1cc(COC(=O)c2ccc3ccccc3n2)oc1C	9%	-22%	6%	i
4	CCOc1cccc(C(=O)NC(=S)Nc2ccc3c(c2)OCCO3)c1	2%	-1%	-3%	-7%
5	COc1cc(/C=N/NC(=S)NCCN2CCOCC2)cc(OC)c1O	3%	3%[53 µM]	?	1%

entry	TexasRed fluor	GAA spleen mod	L3MBTL1 block	GAA inh
1	-2%	1%	-19%	9%
2	-2%	-11%	-12%	-11%
3	1%	0%	·	-6%
4	-4%	5%	·	3%
5	-1%[53 µM]	5%	3%	4%

# New compounds follow
entry	structure	GoLoco inh red	TRb SRC2 PPI	GAA glycogen mod	RECQ1 helicase
17	O=C(CN1CCN(Cc2ccccc2)CC1)Nc1cccc(C(F)(F)F)c1	2%	-9%	0%	-9%
18	O=C(COC(=O)c1ccc(Cl)nc1)Nc1ccc(S(=O)(=O)N2CCCC2)cc1	·	-2%	-4%	-13%
19	N#Cc1ccc(-c2csc(NC(=O)/C=C/c3cccs3)n2)cc1	6%	-5%	1%	-1%
20	CCCCOc1ccc(C(=O)N/C(=C\c2cccc([N+](=O)[O-])c2)C(=O)OCCC)cc1	-5%	-23%	10%	i
21	CN(CCN1CCc2ccccc2C1)Cc1nc(Cc2ccccc2F)no1	10%	0%	10%	-11%
22	CCOC(=O)c1c(C)c(C(=O)NCc2ccc3c(c2)OCO3)c(C)n1CC	-5%	-4%	-15%	-17%
23	O=C(CC1CCCCC1)NC1CCCC1	8%	-11%	-1%	-19%
24	O=c1nc2s/c(=C\c3ccco3)c(=O)n2nc1Cc1ccc(F)cc1	18%	12%	-8%	22µM*

entry	TexasRed fluor	GAA spleen mod	L3MBTL1 block	GAA inh
17	-3%	2%	·	-3%
18	-2%	-22%	-2%	-8%
19	-1%	-2%	1%	3%
20	0%	-5%	6%	4%
21	0%	-5%	-14%	-6%
22	-1%	-2%	2%	2%
23	4%	2%	·	-5%
24	-26%	-9%	·	4%

# The results go on:
entry	structure	GoLoco inh red	TRb SRC2 PPI	GAA glycogen mod	RECQ1 helicase
25	CCCCOc1ccccc1C(=O)NCCCC(=O)O	3%	6%	11%	-6%
26	Cc1ccccc1N(Cc1ccccc1F)S(C)(=O)=O	-8%	3%	9%	-1%
27	CCOC(=O)c1cccc(NC(=O)C2(S(=O)(=O)c3ccc(Cl)cc3)CC2)c1	8%	2%	-4%	-8%
28	CCCCC(C(=O)N/N=C/c1ccccn1)C(=O)N/N=C/c1ccccn1	4%	-2%	3%	-1%
29	CC[N+]1=CN(c2ccccc2)C(C)=CC1(C)C	-12%	-12%	-4%	i
30	Cc1csc2nc(CCNS(=O)(=O)c3cccs3)cn12	0%	-9%	-35%	-9%
31	Cn1nc(C(F)(F)F)c2cc(C(=O)Nc3ccc(F)cc3F)sc21	5%	-3%	-4%	-17%
32	O=S(=O)(c1ccc(Br)cc1)n1c(Cc2ccccc2)nc2ccccc21	5%	-5%	10%	-4%

entry	TexasRed fluor	GAA spleen mod	L3MBTL1 block	GAA inh
25	1%	6%	·	-8%
26	-1%	0%	·	-6%
27	-3%	-13%	10%	0%
28	-1%	-6%	19%	-1%[15.4 µM]
29	-1%	-5%	-7%	-2%
30	-1%	-1%	·	-9%
31	-9%	-4%	13%	?
32	0%	-5%	6%	5%

# Looked up one by one from the list above, 2 records:
entry	structure	GoLoco inh red	TRb SRC2 PPI	GAA glycogen mod	RECQ1 helicase
28	CCCCC(C(=O)N/N=C/c1ccccn1)C(=O)N/N=C/c1ccccn1	4%	-2%	3%	-1%
32	O=S(=O)(c1ccc(Br)cc1)n1c(Cc2ccccc2)nc2ccccc21	5%	-5%	10%	-4%

entry	TexasRed fluor	GAA spleen mod	L3MBTL1 block	GAA inh
28	-1%	-6%	19%	-1%[15.4 µM]
32	0%	-5%	6%	5%

# (listing goes on)
entry	structure	GoLoco inh red	TRb SRC2 PPI	GAA glycogen mod	RECQ1 helicase
33	Cc1cc(NC(=O)c2cnn3c(C(F)(F)F)cc(-c4ccc(Br)cc4)nc23)no1	2%	0%	8%	i
34	COc1ccc(S(=O)(=O)N2CCC(C(=O)NC3CC3)CC2)cc1Cl	-4%	4%	4%	0%
35	COc1ccc(NC(=O)c2nc[nH]c2C(=O)N[C@@H](C)C(=O)OC(C)(C)C)cc1	2%	1%	-8%	i
36	COc1ccc(CN(C(=O)c2cnccn2)C(C(=O)NC(C)(C)C)c2cc(OC)c(OC)c(OC)c2)cc1 (stereo unspecified)	-12%	-14%	5%	0%
37	NS(=O)(=O)c1cccc(NC(=O)c2cccnc2Oc2ccccc2)c1	-3%	4%	3%	-1%
38	O=C(CN1CCN(c2nc(-c3ccc(F)cc3)cs2)CC1)Nc1ccc2c(c1)OCO2	10%	6%	-11%	-10%
39	Cc1ccc(C)c(S(=O)(=O)NC(CCC(N)=O)C(=O)O)c1 (stereo unspecified)	·	-13%	10%	-5%
40	c1ccc(Cc2noc(CN3CCCC(CN4CCOCC4)C3)n2)cc1 (stereo unspecified)	8%	2%	13%	16%

entry	TexasRed fluor	GAA spleen mod	L3MBTL1 block	GAA inh
33	-4%	3%	·	-4%
34	-5%	3%	·	3%
35	-1%	-6%	·	·
36	-1%	7%	4%	5%
37	0%	-2%	-3%	0%
38	-1%	-2%	-16%	?
39	-1%	3%	?	6%
40	-6%	-2%	3%	9%

# More records follow:
entry	structure	GoLoco inh red	TRb SRC2 PPI	GAA glycogen mod	RECQ1 helicase
41	Cn1c(N)c(C(=O)COC(=O)[C@H](Cc2ccccc2)N2C(=O)c3ccccc3C2=O)c(=O)n(C)c1=O	-15%	5%	-6%	-2%
42	COc1ccc(/C=C2\CC/C(=C\c3ccc(OC)cc3OC)C2=O)c(OC)c1	15%	0%	-2%	0%
43	Cc1onc(-c2ccccc2Cl)c1C(=O)Nc1nnc(C(C)C)s1	7%	3%	-3%	i
44	Cc1cnc(C(=O)OCC(=O)Nc2oc(-c3ccccc3)c(-c3ccccc3)c2C#N)cn1	5%	6%	-12%	-19%
45	COc1ccc(NC(=O)Nc2ccc3c(c2)N(C)C(=O)CS3)cc1OC	34%[activator]	-1%	5%	-12%
46	CC(C)NC(=O)COC(=O)C1CSC2(c3ccc(Br)cc3)CCC(=O)N12 (stereo unspecified)	5%	-2%	6%	-1%
47	O=[N+]([O-])c1ccccc1S(=O)(=O)NCCC1=CCCCC1	0%	-4%	-5%	-11%
48	CC(=O)Nc1nnc(SCc2cccc(F)c2)s1	7%	3%	13%	i
49	CN1/C(=C\C(=O)COC(=O)CNC(=O)c2ccc3ccccc3c2)C(C)(C)c2ccccc21	88%[activator]	5%	-1%	35µM*
50	CSc1ccccc1NC(=O)c1ccc(Cl)s1	7%	7%	-2%	-11%

entry	TexasRed fluor	GAA spleen mod	L3MBTL1 block	GAA inh
41	8%	-16%	-8%	?
42	-2%	-3%	·	?
43	-2%	0%	5%	-7%
44	2%	-1%	-2%	-3%
45	-1%	-8%	0%	1%
46	-3%	-1%	·	-1%
47	0%	-3%	-7%	1%
48	-2%	-3%	8%	·
49	5%	0%	-14%	1%
50	1%	-6%	·	-8%
